High-throughput results deposited in PubChem by Sanford-Burnham Center for Chemical Genomics.
H9c2 TAG inh – triacylglycerol accumulation inhibition; H9c2 cells, Nile Red lipid (TAG) fluorescence; cells loaded with 200 µM oleic acid; inhibition, % at 12.5 µM; actives 0.66% (n = 230,000);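 active = pattern-corrected inhibition of lipid staining of at least 50% with the nuclear-stain viability signal not falling by more than 50%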;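 also: 0% = DMSO wells and 100% = triacsin C control wells; some results filed as inactive read as strong as hits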
H9c2 TAG inh DAPI viability – further read-out of H9c2 TAG inh, marked with its call; DAPI nuclei signal change (viability), lower = more cytotoxic, %;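 whole-well DAPI fluorescence read on a plate reader as a viability signal; minus 50 percent equals half of cells still viable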
Starred values were filed as active, the others as inactive.

For Cc1cccc(C)c1-n1c(C)nn(CC#N)c1=O the results were H9c2 TAG inh 2 and H9c2 TAG inh DAPI viability 0.
`Cc1ccc(C(=O)OCC(=O)NC2CCCCCC2)c(C)c1` gave H9c2 TAG inh 6 and H9c2 TAG inh DAPI viability -1.
CCN(CC)C(=O)c1cc(Cl)ccn1 was read as H9c2 TAG inh -4 and H9c2 TAG inh DAPI viability 0.
`Cn1nc(NC(=O)C(C)(C)C)c2c(F)cccc21` gave H9c2 TAG inh -16 and H9c2 TAG inh DAPI viability 2.
`Cn1c(-c2sc(=S)n(-c3ccccc3)c2N)nc2ccccc21` gave H9c2 TAG inh 19 and H9c2 TAG inh DAPI viability -6.
`Cn1c(CCN2CCCCCC2)nc2cc(NC(=O)Nc3ccccc3)ccc21` gave H9c2 TAG inh 26 and H9c2 TAG inh DAPI viability 17.
Cc1ccc(Cn2ncn(-c3ccccc3)c2=O)cc1 was read as H9c2 TAG inh -6 and H9c2 TAG inh DAPI viability -12.
`CCCCNC(=O)C(CC)(ONc1ccccc1C(F)(F)F)c1ccccc1OC` (stereo not given) gave H9c2 TAG inh 33 and H9c2 TAG inh DAPI viability -2.
Screening CC(=O)c1cccc(CN2CCC(CO)(CCCc3ccccc3)CC2)c1 returned H9c2 TAG inh 16 and H9c2 TAG inh DAPI viability -12.
CC1CCCC(C)N1C(=S)NCc1ccco1 (stereo not given) was read as H9c2 TAG inh -10 and H9c2 TAG inh DAPI viability -2.
Screening [O-][n+]1ccccc1SCc1ccccc1 returned H9c2 TAG inh 0 and H9c2 TAG inh DAPI viability 1.
Screening COC(=O)CCCC1=CC2=C(c3ccccc3)C(=O)C(C)(OC(=O)C3CCCC3)C(=O)C2=CN1c1ccccc1 (stereo not given) returned H9c2 TAG inh 3 and H9c2 TAG inh DAPI viability -3.
Screening O=C(CNc1cccc(S(=O)(=O)N2CCOCC2)c1)Nc1ccccc1F returned H9c2 TAG inh 0 and H9c2 TAG inh DAPI viability -3.
Screening CC1(C)CC(=O)C2=C(C1)NCN(CCCN1CCOCC1)C2 returned H9c2 TAG inh 2 and H9c2 TAG inh DAPI viability 4.
O=C(O)Cn1nnc(-c2ccc(OCc3ccccc3)cc2)n1 was read as H9c2 TAG inh 1 and H9c2 TAG inh DAPI viability 0.

The final four entries of the part before are carried over, then new ones follow:
Screening COC(=O)CCCC1=CC2=C(c3ccccc3)C(=O)C(C)(OC(=O)C3CCCC3)C(=O)C2=CN1c1ccccc1 (stereo not given) returned H9c2 TAG inh 3 and H9c2 TAG inh DAPI viability -3.
Screening O=C(CNc1cccc(S(=O)(=O)N2CCOCC2)c1)Nc1ccccc1F returned H9c2 TAG inh 0 and H9c2 TAG inh DAPI viability -3.
Screening CC1(C)CC(=O)C2=C(C1)NCN(CCCN1CCOCC1)C2 returned H9c2 TAG inh 2 and H9c2 TAG inh DAPI viability 4.
O=C(O)Cn1nnc(-c2ccc(OCc3ccccc3)cc2)n1 was read as H9c2 TAG inh 1 and H9c2 TAG inh DAPI viability 0.
`COc1ccc(/C=C/C(=O)NNc2cc(=O)n(C)c(=O)n2C)cc1OC` gave H9c2 TAG inh -7 and H9c2 TAG inh DAPI viability -1.
For CCN(CC(=O)NC1CCS(=O)(=O)C1)S(=O)(=O)c1ccc(Cl)cc1C(F)(F)F (stereo not given) the results were H9c2 TAG inh -4 and H9c2 TAG inh DAPI viability 1.
O=C(NNC(=O)c1cc(S(=O)(=O)N2CCCCC2)ccc1Cl)c1ccccc1O was read as H9c2 TAG inh 13 and H9c2 TAG inh DAPI viability -13.
`COC(=O)N(C)C[C@@H]1OCc2cnnn2CCCC(=O)N([C@H](C)CO)C[C@@H]1C` gave H9c2 TAG inh -17 and H9c2 TAG inh DAPI viability 10.
`COc1ccccc1C/C(N)=N/OC(=O)c1cccs1` gave H9c2 TAG inh 10 and H9c2 TAG inh DAPI viability -17.
O=C(NCCN1CCOCC1)c1cc([N+](=O)[O-])ccc1Cl was read as H9c2 TAG inh 1 and H9c2 TAG inh DAPI viability -4.
Cc1ccc(C(=O)OCC(=O)NCc2ccccc2)cc1S(=O)(=O)N1CCCCC1 was read as H9c2 TAG inh -5 and H9c2 TAG inh DAPI viability -6.
O=C(OCc1ccccc1)C1=NNC2C(=O)N(Cc3ccccc3)C(=O)C12 (stereo not given) was read as H9c2 TAG inh -12 and H9c2 TAG inh DAPI viability 6.
For C[C@H](CO)N1C[C@H](C)[C@H](CN(C)C(=O)Nc2cccc3ccccc23)OCc2cnnn2CCCC1=O the results were H9c2 TAG inh -16 and H9c2 TAG inh DAPI viability 8.
CC(C)Cn1c(=O)oc2ccccc21 was read as H9c2 TAG inh 15 and H9c2 TAG inh DAPI viability -11.
Screening O=C(NCc1ccccc1F)C1CC(=O)N(c2ccc3c(c2)OCCO3)C1 (stereo not given) returned H9c2 TAG inh -16 and H9c2 TAG inh DAPI viability 8.
`Cc1nc(Cl)sc1C(=O)Nc1ccccc1Cl` gave H9c2 TAG inh -15 and H9c2 TAG inh DAPI viability 6.
For O=C(O)CCCCCNS(=O)(=O)c1cccc2nsnc12 the results were H9c2 TAG inh 13 and H9c2 TAG inh DAPI viability -11.
`COc1ccc(NC(=O)CSc2nnc(CN3CCOCC3)n2C)cc1Cl` gave H9c2 TAG inh 23 and H9c2 TAG inh DAPI viability -10.
COc1ccc(C(=O)NCC(c2cccs2)N2CCc3ccccc32)cc1OC (stereo not given) was read as H9c2 TAG inh -20 and H9c2 TAG inh DAPI viability 3.
For CCc1c(C#N)c(SCCC(=O)Nc2ccc(OC)cc2)nc2c1C(=O)CC(C)(C)C2 the results were H9c2 TAG inh 14 and H9c2 TAG inh DAPI viability 7.
Screening O=C(COc1ccc(Br)cc1)Nc1ccc(Cc2ccncc2)cc1 returned H9c2 TAG inh -8 and H9c2 TAG inh DAPI viability 13.
`NC(=O)CC(NC(=O)Cc1cccc2ccccc12)c1ccc(NCCN2CCCC2)c([N+](=O)[O-])c1` (stereo not given) gave H9c2 TAG inh 7 and H9c2 TAG inh DAPI viability -9.
Screening Cc1noc2ncnc(Sc3ccc(Br)cc3)c12 returned H9c2 TAG inh 10 and H9c2 TAG inh DAPI viability -1.
For COc1cccc(NC(=O)CN(C)C(=O)Cc2ccc3c(c2)CCC3)c1 the results were H9c2 TAG inh -2 and H9c2 TAG inh DAPI viability -4.
O=C(CC1CCCC1)N1CCN(S(=O)(=O)c2cccc(F)c2)CC1 was read as H9c2 TAG inh -3 and H9c2 TAG inh DAPI viability -1.
`CCC(C)(C)n1nnnc1C(c1ccc(C)cc1)N1CCN(C(=O)c2ccco2)CC1` (stereo not given) gave H9c2 TAG inh -17 and H9c2 TAG inh DAPI viability 13.
For O=C(COC(=O)c1cc[n+]([O-])cc1)Nc1ccc([N+](=O)[O-])cc1C(F)(F)F the results were H9c2 TAG inh 1 and H9c2 TAG inh DAPI viability 0.
For Cc1ccc(C)c(S(=O)(=O)N2CCN(C(=O)CN3C(=O)NC(C)(C)C3=O)CC2)c1 the results were H9c2 TAG inh -19 and H9c2 TAG inh DAPI viability 4.
`COc1ccc(C(=O)OCC(=O)N2CCc3ccccc32)cc1S(=O)(=O)N1CCOCC1` gave H9c2 TAG inh -5 and H9c2 TAG inh DAPI viability -4.
Cc1ccc(C2=CC(c3ccccc3)n3ncnc3N2)c(C)c1 (stereo not given) was read as H9c2 TAG inh -24 and H9c2 TAG inh DAPI viability 3.
`COc1ccc(NC(=O)CCCNS(=O)(=O)c2cccs2)cc1` gave H9c2 TAG inh 10 and H9c2 TAG inh DAPI viability -16.
For O=C(c1ccco1)N1CCN(CCOc2ccccc2)CC1 the results were H9c2 TAG inh 1 and H9c2 TAG inh DAPI viability 6.
COC(=O)c1c(C(=O)c2ccc(Br)cc2)n(C)c2ccccc12 was read as H9c2 TAG inh -58 and H9c2 TAG inh DAPI viability -3.
`CSc1ccc(CN2CCC(C)(Oc3ccc(-n4ccnc4)cc3)C2)cc1` (stereo not given) gave H9c2 TAG inh -1 and H9c2 TAG inh DAPI viability 8.
COc1ccc(-n2c(=O)c3ccccc3n(CC(=O)Nc3ccccc3OC)c2=O)cc1 was read as H9c2 TAG inh 15 and H9c2 TAG inh DAPI viability -15.
Screening O=C(OCC(=O)N1CCCCCC1)c1cccs1 returned H9c2 TAG inh 6 and H9c2 TAG inh DAPI viability 2.
Screening COc1ccc(C2CC(c3cccs3)=NN2C(=O)CSc2nncn2C)cc1OC (stereo not given) returned H9c2 TAG inh -8 and H9c2 TAG inh DAPI viability 2.
For CC1(C)Oc2ccc3ccc(=O)oc3c2CC1O (stereo not given) the results were H9c2 TAG inh 2 and H9c2 TAG inh DAPI viability -5.
`Cc1onc(-c2c(F)cccc2Cl)c1C(=O)OCC(=O)NC(=O)NCC(C)C` gave H9c2 TAG inh -1 and H9c2 TAG inh DAPI viability -10.
Screening CN1C(=O)C(=C2CCCCCC2)SC1=S returned H9c2 TAG inh -8 and H9c2 TAG inh DAPI viability 3.
Screening CC(=O)Nc1ccc(/C=N/NC(=O)CC2CCCCC2)cc1 returned H9c2 TAG inh -5 and H9c2 TAG inh DAPI viability 4.
Screening COc1cc(OC)cc(-c2cc(N)n(S(=O)(=O)Cc3ccccc3)n2)c1 returned H9c2 TAG inh -19 and H9c2 TAG inh DAPI viability 5.
For CCN(CC)S(=O)(=O)c1cc(C(=O)O)c(Cl)cc1Cl the results were H9c2 TAG inh 11 and H9c2 TAG inh DAPI viability 2.
For O=C1N(Cc2cccc(Cl)c2)C[C@@H]2C[C@@H](c3cccn3-c3nccs3)N3CCC[C@@]123 the results were H9c2 TAG inh 5 and H9c2 TAG inh DAPI viability 1.
Screening CCN(CC(=O)Nc1ccccc1C(F)(F)F)C(=O)c1oc2c(Cl)cccc2c1C returned H9c2 TAG inh 13 and H9c2 TAG inh DAPI viability 8.
For CCC(CC)C(=O)NCCc1cc2ccc(OC)cc2[nH]c1=O the results were H9c2 TAG inh -13 and H9c2 TAG inh DAPI viability 10.
Screening O=C(COC(=O)CCc1c[nH]c(=O)[nH]1)Nc1ccccc1 returned H9c2 TAG inh 8 and H9c2 TAG inh DAPI viability 7.
`C#CCOCCOCCOCCNc1nc(N2CCOCC2)nc(N2CCN(C(=O)Cn3cc(CCCN=C(N)N)nn3)CC2)n1` gave H9c2 TAG inh -26 and H9c2 TAG inh DAPI viability 7.
Screening CCN(CC(=O)Nc1ccc(NC(C)=O)cc1)C(=O)c1cccnc1Sc1ccc(C)c(C)c1 returned H9c2 TAG inh -6 and H9c2 TAG inh DAPI viability 0.

Overlap with the part before: 2 entries; new compounds follow.
`C#CCOCCOCCOCCNc1nc(N2CCOCC2)nc(N2CCN(C(=O)Cn3cc(CCCN=C(N)N)nn3)CC2)n1` gave H9c2 TAG inh -26 and H9c2 TAG inh DAPI viability 7.
Screening CCN(CC(=O)Nc1ccc(NC(C)=O)cc1)C(=O)c1cccnc1Sc1ccc(C)c(C)c1 returned H9c2 TAG inh -6 and H9c2 TAG inh DAPI viability 0.
Screening CCOC(=O)C1CCCN(C(=O)c2cn(C)c3ccc(S(=O)(=O)N(C)C)cc3c2=O)C1 (stereo not given) returned H9c2 TAG inh 12 and H9c2 TAG inh DAPI viability 1.
For O=C(CSC1=NC(=O)C(c2ccccc2)C(=O)N1)Nc1ccccc1Cl (stereo not given) the results were H9c2 TAG inh 2 and H9c2 TAG inh DAPI viability -9.
Screening COc1ccc2oc(C(=O)N3CCCc4ccccc43)c(C)c2c1 returned H9c2 TAG inh -2 and H9c2 TAG inh DAPI viability -2.
`CC(C)Cc1csc(NC(=O)c2ccc(Cl)cc2)c1C(=O)O` gave H9c2 TAG inh -8 and H9c2 TAG inh DAPI viability 6.
Cc1c(Br)c([N+](=O)[O-])nn1C(C)C(=O)NCC1CCCO1 (stereo not given) was read as H9c2 TAG inh -5 and H9c2 TAG inh DAPI viability 2.
Screening O=C(COc1coc(CN2CCc3ccccc3C2)cc1=O)Nc1ccc(Cl)cc1 returned H9c2 TAG inh -5 and H9c2 TAG inh DAPI viability -2.
Screening Cc1ccc2nc3n(c(=O)c2c1)-c1cc2ccccc2cc1C(=O)NC3Cc1ccc(O)cc1 (stereo not given) returned H9c2 TAG inh 64* and H9c2 TAG inh DAPI viability -33*.
For COC(=O)c1c(NC(=O)CSc2ncn[nH]2)sc(C)c1C the results were H9c2 TAG inh 4 and H9c2 TAG inh DAPI viability 4.
Screening Cc1ccc(S(=O)(=O)N2CCN(C(=O)CSc3nccn3C)CC2)cc1 returned H9c2 TAG inh -1 and H9c2 TAG inh DAPI viability 8.
Screening O=C(NN=Cc1ccccc1Cl)c1ccc(-n2cnnn2)cc1 returned H9c2 TAG inh -20 and H9c2 TAG inh DAPI viability 0.
For CCCCn1c(CNC(=O)c2cccs2)nc2ccccc21 the results were H9c2 TAG inh -6 and H9c2 TAG inh DAPI viability 0.
`CCc1nc2c(OCc3cc(Cl)cc(Cl)c3)cccn2c1N(C)C(=O)c1ccccc1F` gave H9c2 TAG inh 1 and H9c2 TAG inh DAPI viability -13.
COc1ccc(C(=O)COC(=O)C(C(C)C)N2C(=O)C3C4C=CC(C4)C3C2=O)cc1 (stereo not given) was read as H9c2 TAG inh -9 and H9c2 TAG inh DAPI viability -14.
Screening CCc1nnc(NC(=O)C2CCCN2C(=O)Nc2ccccc2OC)s1 (stereo not given) returned H9c2 TAG inh 12 and H9c2 TAG inh DAPI viability -17.
Cc1ccc(S(=O)(=O)n2cc(C=O)c3ccccc32)cc1 was read as H9c2 TAG inh -6 and H9c2 TAG inh DAPI viability -5.
Screening CCCC(=O)C1=C(N2CCCCC2)CC(C)(C)C(C(=O)OC)C1=O (stereo not given) returned H9c2 TAG inh -12 and H9c2 TAG inh DAPI viability 7.

Reprinted at random: three entries already listed, in no set order.
Screening CCOC(=O)C1CCCN(C(=O)c2cn(C)c3ccc(S(=O)(=O)N(C)C)cc3c2=O)C1 (stereo not given) returned H9c2 TAG inh 12 and H9c2 TAG inh DAPI viability 1.
Screening CCc1nnc(NC(=O)C2CCCN2C(=O)Nc2ccccc2OC)s1 (stereo not given) returned H9c2 TAG inh 12 and H9c2 TAG inh DAPI viability -17.
`CCc1nc2c(OCc3cc(Cl)cc(Cl)c3)cccn2c1N(C)C(=O)c1ccccc1F` gave H9c2 TAG inh 1 and H9c2 TAG inh DAPI viability -13.

Some of the compounds tested; rates above refer to the full screens.
